S1P4 antag – S1P4 receptor antagonists, primary screen, cell-based; AID 1510, 2009; inhibition, % at 4.98 µM; Sphingosine 1-phosphate receptor 4 (Homo sapiens), O95977; hit rate 0.26% among 220,000; S1P4-expressing cells, antagonist mode, reporter read-out; in the data active means inhibition above about 29%;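 further: 0% = wells stimulated with agonist and 100% = vehicle wells without agonist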
Ba/F3 V617F tox – reduced viability of JAK2V617F-dependent Ba/F3 cells, primary screen, JAK2V617F inhibitor project, cell-based, Ba/F3 EpoR-JAK2V617F, luminescence. ATP luminescence. inhibition, % at 5.6 µM. hit rate 1.1% among 220,000. AID 1446, 2008;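 active means inhibition above the campaign mean plus 3 SD over all tested compounds, cut at about 24% in these data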;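 further: cytokine-independent growth of Ba/F3 cells driven by EpoR plus mutant JAK2; 0% = DMSO-treated cells and 100% = JAK inhibitor I control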
TRPML3 ag – human TRPML3 channel agonists, primary screen, cell-based, HEK293 TRPML3-YFP, Fluo-8 calcium fluorescence, 3 µM; hit rate 0.29% among 220,000; 100% = the carbachol control signal; Mucolipin-3 (Homo sapiens), Q8TDD5; activation, % at 3 µM;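 active means activation above its plate's cutoff, the mean activation of the plate's test wells plus 3 SD, cut at about 12% in these data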;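 further: 0% = DMSO only wells and 100% = carbachol wells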
Target sequence (Q8TDD5 whole entry, looked up): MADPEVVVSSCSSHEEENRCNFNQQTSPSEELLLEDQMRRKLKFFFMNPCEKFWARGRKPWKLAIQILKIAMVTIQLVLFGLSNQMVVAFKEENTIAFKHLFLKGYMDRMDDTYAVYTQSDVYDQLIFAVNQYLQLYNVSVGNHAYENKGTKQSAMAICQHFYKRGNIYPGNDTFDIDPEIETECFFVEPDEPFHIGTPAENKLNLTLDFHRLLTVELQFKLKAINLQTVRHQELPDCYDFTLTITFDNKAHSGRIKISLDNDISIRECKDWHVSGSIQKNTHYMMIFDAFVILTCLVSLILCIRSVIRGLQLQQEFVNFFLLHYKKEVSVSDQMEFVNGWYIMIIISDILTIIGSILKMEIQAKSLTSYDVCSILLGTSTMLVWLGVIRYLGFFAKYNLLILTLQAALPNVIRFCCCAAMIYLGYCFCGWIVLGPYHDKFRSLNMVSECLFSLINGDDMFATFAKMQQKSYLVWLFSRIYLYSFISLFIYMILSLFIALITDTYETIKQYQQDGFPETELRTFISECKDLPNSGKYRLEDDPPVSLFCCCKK
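Test system: HEK293 cells stably carrying human TRPML3-YFP; Doses: single dose, 3 µM final nominal compound, 0.3% DMSO final; Schedule: dye loading 1 h 37 °C then 30 min ambient, 125 s read; Technique: Fluo-8 calcium fluorescence; Benchmarks: high control carbachol 87 µM, low control DMSO.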
S1P4 agonist – S1P4 receptor agonists, primary screen, cell-based; S1P4-expressing cell line, agonist reporter assay; AID 1509, 2009; activation, % at 4.98 µM; hit rate 0.35% among 220,000; Sphingosine 1-phosphate receptor 4 (Homo sapiens), O95977; in the data active means activation above about 11%;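 further: 0% = DMSO vehicle and 100% = reference agonist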
EP2 mod – EP2 receptor modulators, cAMP readout, primary screen, cell-based, HTRF cAMP, PGE2 stimulation. Prostaglandin E2 receptor EP2 subtype (Homo sapiens), P43116. EP2-expressing cells, cAMP HTRF FRET, PGE2 co-stimulation. induction, % at 25 µM. hit rate 0.83% among 260,000. AID 940, 2007;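 active means compounds whose cAMP rise, as percent of the full-agonist control response, exceeds 60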;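 further: rat C6 glioma line stably carrying human EP2 under a CMV promoter; the protocol text gives 20 µM as final concentration; 100% = response of wells given 1 µM PGE2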
Target sequence (P43116 whole entry, looked up): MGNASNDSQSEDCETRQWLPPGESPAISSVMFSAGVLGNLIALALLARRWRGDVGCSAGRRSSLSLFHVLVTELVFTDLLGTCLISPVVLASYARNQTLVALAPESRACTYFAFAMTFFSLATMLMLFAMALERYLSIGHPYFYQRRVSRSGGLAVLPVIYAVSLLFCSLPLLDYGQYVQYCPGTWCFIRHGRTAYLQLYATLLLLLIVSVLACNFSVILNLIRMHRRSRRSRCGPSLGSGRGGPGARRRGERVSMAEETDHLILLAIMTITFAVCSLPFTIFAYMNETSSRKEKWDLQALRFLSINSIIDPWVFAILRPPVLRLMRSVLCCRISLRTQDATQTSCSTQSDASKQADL
PERK inh – block of dimerizer-induced PERK translation repression, primary screen, PERK inhibitor project, CHO PERK-DD cells, SEAP luminescence, HTS; Eukaryotic translation initiation factor 2-alpha kinase 3 (Homo sapiens), Q9NZJ5; CHO PERK-DD fusion, SEAP luminescence translation reporter; inhibition, % at 5.6 µM; hit rate 0.17% among 220,000;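 active means inhibition above the mean inhibition of all tested compounds plus 3 SD, set separately per screening campaign, cut at about 2.9% in these data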;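 further: PERK kinase domain activated by AP20187 dimerizer at 100 nM; 0% = DMSO with dimerizer and 100% = rapamycin at 8.4 µM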
BaF3 tox – parental Ba/F3 cell viability inhibition, counter-screen for JAK2V617F inhibitor project, murine pro-B, CellTiter-Glo luminescence; inhibition, % at 5.6 µM; AID 1486, 2009; hit rate 1.1% among 220,000; CellTiter-Glo ATP luminescence;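 active means inhibition above a per-campaign cutoff, the mean inhibition of all tested compounds plus 3 SD, cut at about 27% in these data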;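 further: 0% = DMSO wells and 100% = JAK Inhibitor I control wells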
m-calpain inh – inhibitors of pig calpain II, primary screen, biochemical, fluorogenic peptide substrate, 1536-well. purified calpain II, 30 min. hit rate 0.37% among 220,000. inhibition, % at 16 µM;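 active means inhibition above about 50%, limit read from the data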
TRPN1 ag – zebrafish TRPN1 channel agonists, primary screen, cell-based, HEK293, calcium fluorescence; HEK293 zebrafish TRPN1-YFP, Fluo-8 calcium fluorescence; 100% = response to 87 µM carbachol; activation, % at 3 µM; hit rate 0.18% among 220,000; AID 1424, 2008;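 active means activation above its plate's cutoff, the mean activation of test wells on that plate plus 3 SD, cut at about 19% in these data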;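 further: 0% = DMSO alone and 100% = 87 µM carbachol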
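Assay system: Zebrafish TRPN1-YFP in HEK293 cells | Incubation: Dye loading 1 h at 37 °C, then 30 min room temperature | Measured by: Kinetic Fluo-8 fluorescence, ex 470-495, em 515-575 nm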
Active calls of the source: *; & = joins results of further samples.

Preview:
`COc1ccc(N2CCN(C(=O)CSc3ccc([N+](=O)[O-])cc3)CC2)cc1` gave S1P4 antag 8, Ba/F3 V617F tox -3, TRPML3 ag 0.7, S1P4 agonist 2.1, EP2 mod -47, PERK inh 0.4, BaF3 tox 9, m-calpain inh -9 and TRPN1 ag 2.6.
`CCOc1ccc(-n2c(SCC(=O)NCc3ccco3)nc3c(c2=O)SCC3)cc1` gave S1P4 antag -6, Ba/F3 V617F tox -2, TRPML3 ag -0.7, S1P4 agonist 0.3, EP2 mod 25, PERK inh -0.3, BaF3 tox 9, m-calpain inh -22 and TRPN1 ag -0.3.

Main list, previewed entries included:
`COc1ccc(N2CCN(C(=O)CSc3ccc([N+](=O)[O-])cc3)CC2)cc1` gave S1P4 antag 8, Ba/F3 V617F tox -3, TRPML3 ag 0.7, S1P4 agonist 2.1, EP2 mod -47, PERK inh 0.4, BaF3 tox 9, m-calpain inh -9 and TRPN1 ag 2.6.
`CCOc1ccc(-n2c(SCC(=O)NCc3ccco3)nc3c(c2=O)SCC3)cc1` gave S1P4 antag -6, Ba/F3 V617F tox -2, TRPML3 ag -0.7, S1P4 agonist 0.3, EP2 mod 25, PERK inh -0.3, BaF3 tox 9, m-calpain inh -22 and TRPN1 ag -0.3.
CCN=C1S/C(=C\c2ccc(-c3cccc(C(=O)O)c3)o2)C(=O)N1CC was read as S1P4 antag 7, Ba/F3 V617F tox -1, TRPML3 ag 0.4, S1P4 agonist -0.3, EP2 mod 47, PERK inh 1.1, BaF3 tox 0, m-calpain inh -147 and TRPN1 ag 0.3.
Screening C/C(N)=C(/C#N)C(=O)COC(=O)CCSc1ccccc1 returned S1P4 antag -10, Ba/F3 V617F tox 1, TRPML3 ag -0.8, S1P4 agonist -1.3, EP2 mod -9, PERK inh 0.4, BaF3 tox 4, m-calpain inh 21 and TRPN1 ag -0.4.
O=C(c1csc(Nc2cccc3ccccc23)n1)N1CCCC1 was read as S1P4 antag -1, Ba/F3 V617F tox -3, TRPML3 ag -1.6, S1P4 agonist -0.9, EP2 mod 7, PERK inh 0.9, BaF3 tox 0, m-calpain inh -7 and TRPN1 ag -0.6.
`O=C(CCC(=O)N1CCCC1)Nc1ccc([N+](=O)[O-])cc1` gave S1P4 antag -11, Ba/F3 V617F tox -4, TRPML3 ag -1.3, S1P4 agonist 1.4, EP2 mod 9, PERK inh 0.2, BaF3 tox 3, m-calpain inh 2 and TRPN1 ag 0.3.
COc1ccccc1/C=C/[C@@H]1C[C@H]2CN(Cc3cccc(Cl)c3)C(=O)[C@]23CCCN13 was read as S1P4 antag -17, Ba/F3 V617F tox -2, TRPML3 ag 0.1, S1P4 agonist 1.0, EP2 mod 27, PERK inh 0.3, BaF3 tox 10, m-calpain inh -45 and TRPN1 ag -2.5.
For COc1ccc(C2=NO[C@@H]3C(=O)N(c4cccc(C)c4C)C(=O)[C@H]23)cc1OC the results were S1P4 antag -23, Ba/F3 V617F tox 1, TRPML3 ag -0.6, S1P4 agonist 1.1, EP2 mod 13, PERK inh 0.8, BaF3 tox 5, m-calpain inh 13 and TRPN1 ag -2.0.
For CCOC(=O)C1=NN(c2ccc(OC)cc2)C(c2ccccc2)CC1=O (centres undefined) the results were S1P4 antag -7, Ba/F3 V617F tox 0, TRPML3 ag -1.0, S1P4 agonist -1.2, EP2 mod 32, PERK inh -0.3, BaF3 tox 4, m-calpain inh 27 and TRPN1 ag -0.5.
`CC/C(=N/Nc1ccccc1)c1cnnc(-c2ccccc2)n1` gave S1P4 antag -7, Ba/F3 V617F tox -1, TRPML3 ag 0.2, S1P4 agonist 1.8, EP2 mod 9, PERK inh 0.8, BaF3 tox 2, m-calpain inh 0 and TRPN1 ag 0.1.
For COc1ccc(C(=O)N=c2sc3c(C)ccc(OC)c3n2C)cc1 the results were S1P4 antag -34, Ba/F3 V617F tox -4, TRPML3 ag 0.7, S1P4 agonist 2.1, EP2 mod 43, PERK inh -0.1, BaF3 tox 2, m-calpain inh -61 and TRPN1 ag -0.4.
Screening O=C1Cc2ccccc2C(c2ccc(Cl)cc2Cl)N1 (centres undefined) returned S1P4 antag 4, Ba/F3 V617F tox -1, TRPML3 ag 0.1, S1P4 agonist 1.5, EP2 mod -3, PERK inh 0.2, BaF3 tox -5, m-calpain inh -8 and TRPN1 ag 1.5.
Screening COC(=O)c1ccc(NC(=O)c2ccccc2)o1 returned S1P4 antag -7, Ba/F3 V617F tox -2, TRPML3 ag 1.3, S1P4 agonist 25*, EP2 mod -17, PERK inh 0.7, BaF3 tox 3, m-calpain inh -3 and TRPN1 ag 1.6.
For COc1ccc(NC(=O)/C=C/c2ccc(C)o2)cc1S(=O)(=O)N1CCOCC1 the results were S1P4 antag -11, Ba/F3 V617F tox -1, TRPML3 ag 0.7, S1P4 agonist 0.7, EP2 mod -23, PERK inh 0.2, BaF3 tox 7, m-calpain inh -17 and TRPN1 ag 1.8.
For Cn1c(=O)cc(SCC(=O)N2CCN(C(=O)c3ccco3)CC2)c2ccccc21 the results were S1P4 antag -17, Ba/F3 V617F tox -1, TRPML3 ag 0.0, S1P4 agonist -0.2, EP2 mod 23, PERK inh -0.1, BaF3 tox 4, m-calpain inh -8 and TRPN1 ag 1.0.
For CCc1c(O)nc2ccccn2c1=O the results were S1P4 antag -7, Ba/F3 V617F tox -2, TRPML3 ag 1.2, S1P4 agonist -1.9, EP2 mod 24, PERK inh 1.1, BaF3 tox 4, m-calpain inh -9 and TRPN1 ag 1.9.
CC1CCC2(CC1)SCC(=O)N2c1ccccc1 (centres undefined) was read as S1P4 antag -22, Ba/F3 V617F tox 1, TRPML3 ag 0.3, S1P4 agonist -1.4, EP2 mod 42, PERK inh -0.3, BaF3 tox 4, m-calpain inh 32 and TRPN1 ag -0.6.
For CCOc1ccc(S(=O)(=O)NCCCl)cc1 the results were S1P4 antag 13, Ba/F3 V617F tox -7, TRPML3 ag -0.1, S1P4 agonist 1.0, EP2 mod 1, PERK inh 1.6, BaF3 tox 0, m-calpain inh 14 and TRPN1 ag -1.2.
For O=C(CSc1nnc(Cc2ccccc2)n1-c1cccc(Cl)c1)N1CCOCC1 the results were S1P4 antag 7, Ba/F3 V617F tox -2, TRPML3 ag 1.6, S1P4 agonist 0.6, EP2 mod 6, PERK inh 0.3, BaF3 tox 9, m-calpain inh 12 and TRPN1 ag 0.4.
Screening Cc1cc(=O)n2[nH]c(C)cc2n1 returned S1P4 antag 2, Ba/F3 V617F tox -4, TRPML3 ag 1.0, S1P4 agonist 2.2, EP2 mod 16, PERK inh 0.3, BaF3 tox -2, m-calpain inh -19 and TRPN1 ag -0.7.
For CC(=O)Nc1ccccc1-c1nc2ccc(C(=O)N3CCN(c4ccccc4)CC3)cc2[nH]c1=O the results were S1P4 antag -1, Ba/F3 V617F tox -2, TRPML3 ag 0.1, S1P4 agonist -1.2, EP2 mod 12, PERK inh 1.2, BaF3 tox 5, m-calpain inh -9 and TRPN1 ag 1.6.
COc1ccc(CC(=O)N2CCN=C2SCc2ccc([N+](=O)[O-])cc2)cc1 was read as S1P4 antag 10, Ba/F3 V617F tox -4, TRPML3 ag 0.4, S1P4 agonist -1.1, EP2 mod -12, PERK inh 1.3, BaF3 tox -2, m-calpain inh 7 and TRPN1 ag -0.3.
`COc1ccc(C(=O)NCC(=O)OCC(=O)N2CCC(C)CC2)cc1OC` gave S1P4 antag 8, Ba/F3 V617F tox -6, TRPML3 ag 0.3, S1P4 agonist -0.1, EP2 mod 31, PERK inh 1.2, BaF3 tox -2, m-calpain inh -4 and TRPN1 ag 0.6.
For Cc1cccc(OCCCc2c(C)n[nH]c2C)c1 the results were S1P4 antag -14, Ba/F3 V617F tox 1, TRPML3 ag -0.5, S1P4 agonist 0.0, EP2 mod -18, PERK inh 0.5, BaF3 tox 6, m-calpain inh -4 and TRPN1 ag -2.1.
Screening CC(C)c1ccccc1NC(=O)Nc1ccc(F)cc1F returned S1P4 antag -12, Ba/F3 V617F tox -2, TRPML3 ag 1.2, S1P4 agonist 0.7, EP2 mod -22, PERK inh 1.1, BaF3 tox 0, m-calpain inh -4 and TRPN1 ag 1.9.
Cc1cc(C)nc(Nc2n[nH]c(COc3cccc4ccccc34)n2)n1 was read as S1P4 antag -5, Ba/F3 V617F tox -1, TRPML3 ag 0.3, S1P4 agonist 0.0, EP2 mod -17, PERK inh 0.4, BaF3 tox 2, m-calpain inh 9 and TRPN1 ag 0.7.
`Cc1ccccc1N(C(=O)c1csnn1)C(C(=O)NC(C)(C)C)c1cccs1` (centres undefined) gave S1P4 antag -1, Ba/F3 V617F tox 2, TRPML3 ag 0.0, S1P4 agonist 0.8, EP2 mod -3&-4, PERK inh -0.3, BaF3 tox 11, m-calpain inh 34 and TRPN1 ag 0.8.
O=C(Nc1ccc(NC(=O)C2CCCCC2)nc1)c1ccccn1 was read as S1P4 antag 7, Ba/F3 V617F tox -1, TRPML3 ag 0.9, S1P4 agonist 0.5, EP2 mod -42, PERK inh -0.4, BaF3 tox 5, m-calpain inh 9 and TRPN1 ag 2.5.
`COC(=O)c1ccccc1NC(=O)CSCC(=O)Nc1ccc(F)cc1` gave S1P4 antag -16, Ba/F3 V617F tox 1, TRPML3 ag 0.4, S1P4 agonist 2.4, EP2 mod 10, PERK inh 0.1, BaF3 tox -2, m-calpain inh -15 and TRPN1 ag -2.3.
`COc1ccc(CCNC(=O)CSc2ccccc2)cc1OC` gave S1P4 antag -19, Ba/F3 V617F tox -1, TRPML3 ag 0.5, S1P4 agonist 2.2, EP2 mod -2, PERK inh 0.0, BaF3 tox 2, m-calpain inh 4 and TRPN1 ag -1.3.
O=C(CN1C(=O)c2cccc3cccc1c23)N1CCN(Cc2ccc3c(c2)OCO3)CC1 was read as S1P4 antag -22, Ba/F3 V617F tox -4, TRPML3 ag 2.0, S1P4 agonist 2.9, EP2 mod -36, PERK inh -1.4, BaF3 tox 2, m-calpain inh -117 and TRPN1 ag 1.2.
Screening Cc1ccc(-c2nnc(CSc3nc(C(C)C)nc4sc(C)c(C)c34)o2)cc1 returned S1P4 antag -5, Ba/F3 V617F tox -4, TRPML3 ag 0.7, S1P4 agonist -1.4, EP2 mod 53, PERK inh 1.0, BaF3 tox 1, m-calpain inh -15 and TRPN1 ag 0.1.
Cc1c(C(=O)N2CCC(C)CC2)cccc1[N+](=O)[O-] was read as S1P4 antag -19, Ba/F3 V617F tox -3, TRPML3 ag 0.5, S1P4 agonist -0.1, EP2 mod 33, PERK inh 0.9, BaF3 tox 5, m-calpain inh -27 and TRPN1 ag 0.9.
Screening COCCOC(=O)C1=C(C)N=C2SCCC(=O)N2C1c1ccc(C(=O)OC)cc1 (centres undefined) returned S1P4 antag 2, Ba/F3 V617F tox -3, TRPML3 ag 0.6, S1P4 agonist 0.4, EP2 mod 22, PERK inh -1.0, BaF3 tox 3, m-calpain inh -20 and TRPN1 ag 1.4.
